LDHA inh = LDHA (human) enzyme inhibition. purified LDHA, NADH/diaphorase-resazurin fluorescence; hits give low values. P00338. activity change, % (values are at about 110 or 230 µM). 0.15% of 480,000 active; in the data active = activity change below about -30%;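 note: plate controls were DMSO wells for no effect and wells without enzyme for full effect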
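Remaining NADH was detected by diaphorase (0.133 mg/mL) converting 37 µM resazurin to fluorescent resorufin, read at 0 and 20 minutes. The preceding 5-minute room-temperature reaction used 2 nM LDHA, 0.2 mM sodium pyruvate and 0.06 mM NADH at pH 7.4.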
D1 agonist = human D1 receptor agonism; P21728; HEK293 T-REx D1 cells, calcium flux, agonist mode; activation, % at 2 µM; 1% of 360,000 active; in the data active = activation above about 30%; note: 0% is about no effect
Target sequence (P21728 whole entry, looked up): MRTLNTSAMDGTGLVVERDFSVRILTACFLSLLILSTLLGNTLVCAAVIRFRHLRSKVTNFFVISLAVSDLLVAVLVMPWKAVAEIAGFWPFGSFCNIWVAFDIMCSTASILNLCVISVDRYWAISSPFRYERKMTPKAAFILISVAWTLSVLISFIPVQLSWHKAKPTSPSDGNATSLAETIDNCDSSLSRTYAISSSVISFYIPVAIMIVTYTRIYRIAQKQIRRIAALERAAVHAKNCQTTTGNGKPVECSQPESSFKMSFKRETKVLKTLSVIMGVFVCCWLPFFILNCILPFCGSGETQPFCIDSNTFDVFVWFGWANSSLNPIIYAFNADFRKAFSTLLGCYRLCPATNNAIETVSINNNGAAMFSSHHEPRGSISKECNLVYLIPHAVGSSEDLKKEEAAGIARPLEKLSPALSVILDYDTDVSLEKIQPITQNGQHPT
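Agonism was scored from calcium flux recorded over 180 s (1 read/s) after pintool compound addition, following a 10-cycle baseline. Cells were inducible force-coupled HEK293 TREx D1, plated overnight at 30 C and loaded with no-wash calcium dye.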
D2 PAM = positively modulates the human D2 dopamine receptor allosterically | 0.34% of 340,000 active | P14416 | potentiation, % at 10 µM | HEK293 T-REx D2, calcium flux, EC20 dopamine potentiation;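 active = potentiation over 3 SD above the plate norm, cut at about 30% in these data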; note: 0% is about no effect
Target sequence (P14416 whole entry, looked up): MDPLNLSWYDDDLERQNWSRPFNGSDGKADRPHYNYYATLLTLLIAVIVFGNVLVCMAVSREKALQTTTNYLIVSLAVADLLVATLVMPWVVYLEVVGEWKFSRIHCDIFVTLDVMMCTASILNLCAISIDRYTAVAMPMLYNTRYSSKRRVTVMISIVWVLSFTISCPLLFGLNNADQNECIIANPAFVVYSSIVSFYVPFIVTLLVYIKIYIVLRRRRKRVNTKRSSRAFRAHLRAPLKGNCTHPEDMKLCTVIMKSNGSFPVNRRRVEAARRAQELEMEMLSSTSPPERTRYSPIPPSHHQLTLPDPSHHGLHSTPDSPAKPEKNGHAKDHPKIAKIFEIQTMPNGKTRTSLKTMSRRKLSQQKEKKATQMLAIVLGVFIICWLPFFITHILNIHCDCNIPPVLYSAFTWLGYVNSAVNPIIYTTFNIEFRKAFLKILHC
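Potentiation of an EC20 dopamine calcium response is measured in a force-coupled, tetracycline-inducible Hek293 Trex D2 line. Compound-only kinetic reads over 180 s flag agonists before dopamine addition.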
Vif-A3F inh = blocks the Vif interaction with APOBEC3F; Potency, µM (doses to about 46.1 µM), inactives show top-dose activity, negative = active; HeLa A3F-eYFP + Vif (tagged APOBEC3F with the HIV-1 protein that degrades it), YFP fluorescence increase; 0.2% of 390,000 active; AID 602313; note: potency is the fitted concentration of half-maximal effect; % of control where 0% means no effect; nearly all actives have a fitted effect of over 65% in size
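HeLa cells stably expressing Vif plus C-terminally eYFP-tagged A3F were seeded, incubated overnight at 37 deg C, dosed with compound, incubated overnight again at 37 deg C. Yellow fluorescence (Ex 488/Em 500-530) reported blocked Vif-mediated A3F-eYFP degradation.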
D1 antagonist = antagonists of human D1 dopamine receptor; P21728; HEK293 TREx D1 cells, calcium flux, dopamine EC80; hits give low values; activity change, negative = inhibition, % at 10 µM; 3.2% of 360,000 active; AID 504652; in the data active = activity change below about -30%; note: % is set by controls: 0 for no effect and ±100 for the full control effect
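HEK293 T-REx cells expressing inducible, force-coupled D1 receptor; no-wash Ca dye, 30–90 min RT. Cmpd → 180 s read at 1 Hz → EC80 DA → 180 s read.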
RXFP1 agonist = agonists of human relaxin receptor RXFP1 | Q9HBX9 | HEK293T-RXFP1 cAMP TR-FRET, 30 min; response scale: percent of porcine relaxin response, buffer zero | Potency, µM (highest dose often 57.5 µM), inactives show at the highest dose activation, most hits filed as activators | 0.3% of 370,000 active; note: potency is the fitted concentration of half-maximal effect; % is set by controls: 0 for no effect and ±100 for the full control effect; nearly all actives have a fitted effect of over 60% in size; many of its hits are not listed in these tables
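HEK293 cells stably expressing RXFP1, treated 30 min at 37C with compounds plus PDE4 inhibitor Ro 20174; cAMP measured by HTRF TR-FRET. Normalized to buffer and 29 nM porcine relaxin; EC50 by Hill fit.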
D1 potentiator = human D1 dopamine receptor positive modulation; P21728; HEK293 TREx D1 cells, calcium flux, dopamine EC20 potentiation; potentiation, % at 10 µM; 0.036% of 360,000 active; AID 504651; in the data active = potentiation above about 30%; note: 0% is about no effect
Vif-A3G inh = inhibitors of Vif-APOBEC3G interaction; HeLa A3G-eYFP + Vif (tagged APOBEC3G with the HIV-1 protein that degrades it), YFP fluorescence, overnight; AID 602310; Potency, µM (doses to about 46.1 µM), for inactives: at the top dose activity, negative = active, most hits filed as inhibitors; 0.076% of 410,000 active;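 note: potency is the fitted concentration of half-maximal effect; % is set by controls: 0 for no effect and ±100 for the full control effect; nearly all actives have a fitted effect of over 60% in size; hits raise eYFP signal because A3G escapes Vif-driven loss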
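HeLa cells stably expressing Vif and C-terminally eYFP-tagged A3G, seeded overnight at 37 deg C, then exposed to compound by pintool overnight at 37 deg C. Rise in yellow fluorescence (Ex 488/Em 500-530, Acumen) marks blocked Vif-driven A3G degradation.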
Glioma ERSR ind = induces the endoplasmic reticulum stress response in human glioma cells. U87-MG GRP78 promoter luciferase reporter, 16 h. Potency, µM, for the others: at the top dose activation, actives largely listed as activators. 0.02% of 420,000 active. AID 602332; note: potency is the fitted concentration of half-maximal effect; series mostly up to about 76 µM; % of control where 0% means no effect; nearly all actives have a fitted effect of over 35% in size
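ERSR induction read as luciferase luminescence (Bright-Glo, 10 min at room temperature) in stably transfected human U87-MG glioma cells exposed to compounds for 16 h, using GRP78 as sensor.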
Starred values were filed as active, the others as inactive; & = joins results of further samples. Unless noted, calls come from the whole dose curve; as a rule, active = well fitted curve in the direction sought with a large enough effect; inconclusive = small, poorly fitted or top-dose-only effect, or another doubt; inactive = no such curve, though single readings can be large; an effect the other way counts as inactive or inconclusive. A portion of the library (hit frequency here may not be typical).

COc1ccc(/C=N/n2c(=S)n(C)c3ccccc32)cc1OC was read as LDHA inh -3, D1 agonist 0, D2 PAM 11, Vif-A3F inh -3%, RXFP1 agonist -0.4%, D1 potentiator 1, Vif-A3G inh -3% and Glioma ERSR ind -4%.
Screening Cc1ccc(C)c(NC(=O)COC(=O)c2cc(=O)c3ccccc3o2)c1 returned LDHA inh -1, D1 agonist 6, D2 PAM 6, Vif-A3F inh 6%, D1 antagonist -5, RXFP1 agonist 0.4%, D1 potentiator -3, Vif-A3G inh 0% and Glioma ERSR ind 5%.
OCCC1CN(Cc2cccc3nccnc23)CCN1C1CCCC1 (configuration not stated) was read as LDHA inh -13, D1 agonist 2, D2 PAM -11, Vif-A3F inh -4%, D1 antagonist 5, RXFP1 agonist 2.9%, D1 potentiator -5, Vif-A3G inh 1% and Glioma ERSR ind -3%.
CCOC(=O)Cc1nn(C)c(=O)c2ccccc12 was read as LDHA inh -12, D1 agonist 3, D2 PAM -8, Vif-A3F inh -14%, D1 antagonist 6, RXFP1 agonist 1.8%, D1 potentiator -2, Vif-A3G inh -2% and Glioma ERSR ind -3%.
For O=S(=O)(c1ccc(NC(=S)NCCC(c2ccccc2)c2ccccc2)cc1)N1CCOCC1 the results were LDHA inh -6, D1 agonist 7, D2 PAM 11, Vif-A3F inh -8%, D1 antagonist -19, RXFP1 agonist 4.5%, D1 potentiator -3, Vif-A3G inh -7% and Glioma ERSR ind -3%.
Screening COc1ccc(N(C)S(=O)(=O)c2ccc3c(c2)NC(=O)CO3)c(OC)c1 returned LDHA inh -1, D1 agonist 1, D2 PAM 11, Vif-A3F inh 2%, D1 antagonist 2, RXFP1 agonist 2.0%, D1 potentiator 4, Vif-A3G inh 0% and Glioma ERSR ind -3%.
For COc1ccccc1-c1nnc(-c2ccc(N3CCOCC3)cc2)o1 the results were LDHA inh -2, D1 agonist -1, D2 PAM 1, Vif-A3F inh 2%, D1 antagonist -11, RXFP1 agonist 14%, D1 potentiator -14, Vif-A3G inh -4% and Glioma ERSR ind 6%.
`CC(CCc1ccccc1)NC(=O)CSc1n[nH]c(-c2ccccc2Cl)n1` (configuration not stated) gave LDHA inh 2, D1 agonist 2, D2 PAM -7, Vif-A3F inh 0%, D1 antagonist 7, RXFP1 agonist 6.7%, D1 potentiator -1, Vif-A3G inh -3% and Glioma ERSR ind -4%.
`O=C(c1cc(-c2cccs2)nc2ccccc12)N1CCN(CCO)CC1` gave LDHA inh -8&2, D1 agonist 1, D2 PAM 5, Vif-A3F inh 1%, D1 antagonist -3, RXFP1 agonist -0.9%, D1 potentiator -7, Vif-A3G inh -4% and Glioma ERSR ind -2%.
O=C(CC(C(=O)O)c1cccc(Cl)c1)c1ccccc1 (configuration not stated) was read as LDHA inh -1, D1 agonist 0, D2 PAM 5, Vif-A3F inh -16%, D1 antagonist 15, RXFP1 agonist -0.8%, D1 potentiator -8, Vif-A3G inh -1% and Glioma ERSR ind -4%.
Screening O=C1CC(=O)N(c2ccccc2)N1c1ccccc1 returned LDHA inh -4, D1 agonist 5, D2 PAM -5, Vif-A3F inh -11%, D1 antagonist -5, RXFP1 agonist 1.6%, D1 potentiator -5, Vif-A3G inh -4% and Glioma ERSR ind -2%.
Screening CCOc1ccccc1C1NC(=O)CCC1[N+](=O)[O-] (configuration not stated) returned LDHA inh -5, D1 agonist 3, D2 PAM -2, Vif-A3F inh 3%, D1 antagonist -8, RXFP1 agonist 1.1%, D1 potentiator -1, Vif-A3G inh -4% and Glioma ERSR ind -4%.
Cc1cc(C)nc(SCc2nnc(SCC(N)=O)o2)n1 was read as LDHA inh -10, D1 agonist 5, D2 PAM 4, Vif-A3F inh -14%, D1 antagonist 7, RXFP1 agonist -0.3%, D1 potentiator 4, Vif-A3G inh 1% and Glioma ERSR ind -4%.
Screening O=C(Oc1cc(=O)oc2c1c(=O)n1c3c(cccc23)CC1)c1ccc(F)cc1 returned LDHA inh 8, D1 agonist -1, D2 PAM -1, Vif-A3F inh 0%, D1 antagonist -45*, RXFP1 agonist 11%, D1 potentiator -3, Vif-A3G inh 3% and Glioma ERSR ind -1%.
For O=C(NCCN1CCCC1)c1cccc(Cl)c1 the results were LDHA inh -10, D1 agonist 3, D2 PAM -4, Vif-A3F inh 0%, D1 antagonist 1, RXFP1 agonist 1.8%, D1 potentiator 0, Vif-A3G inh 0% and Glioma ERSR ind 1%.
C[C@@H]1CN([C@@H](C)CO)S(=O)(=O)c2ccc(Br)cc2O[C@H]1CN(C)C(=O)C1CCCCC1 was read as LDHA inh -9, Vif-A3F inh -20%, Vif-A3G inh -9% and Glioma ERSR ind -3%.
O=C1c2cc([N+](=O)[O-])ccc2-c2cc(Br)c(N=C(NO)C(F)(F)F)cc21 was read as LDHA inh -8, Vif-A3F inh 5%, Vif-A3G inh -8% and Glioma ERSR ind -11%.
`O=C(O)C1(NS(=O)(=O)c2ccc(F)c(Cl)c2)CCCCC1` gave LDHA inh 5, D1 agonist 4, D2 PAM 14, Vif-A3F inh -1%, D1 antagonist -2, RXFP1 agonist 0.1%, D1 potentiator -1, Vif-A3G inh -3% and Glioma ERSR ind -3%.
Screening C=CCSc1nnc(CNC(=O)c2ccc(Cl)cc2)n1CC returned LDHA inh -5, D1 agonist 1, D2 PAM 5, Vif-A3F inh 6%, RXFP1 agonist -0.2%, D1 potentiator -3, Vif-A3G inh -7% and Glioma ERSR ind -1%.
Screening NC(=O)c1nc(Nc2ccccc2)sc1NC(=O)c1ccccc1Br returned LDHA inh -4, D1 agonist 13, D2 PAM -1, Vif-A3F inh -26%, D1 antagonist 0, RXFP1 agonist 8.0%, D1 potentiator -3, Vif-A3G inh -5% and Glioma ERSR ind -6%.
Screening O=C(NC1CCN(C(=S)Nc2ccc(F)cc2)CC1)c1ccco1 returned LDHA inh -6, D1 agonist 0, D2 PAM -9, Vif-A3F inh -5%, D1 antagonist 8, RXFP1 agonist -0.1%, D1 potentiator -4, Vif-A3G inh 1% and Glioma ERSR ind -1%.
`Cc1cc(C(=O)Cn2nc(C(=O)O)c3ccccc3c2=O)c(C)n1-c1cccc(C(F)(F)F)c1` gave LDHA inh -1, D1 agonist 3, D2 PAM 2, Vif-A3F inh 4%, D1 antagonist 7, RXFP1 agonist 3.3%, D1 potentiator 0, Vif-A3G inh 3% and Glioma ERSR ind -3%.
Screening Cc1cc(=O)[nH]c2ccc(S(=O)(=O)Nc3ccc(O)cc3)cc12 returned LDHA inh -14, D1 agonist 3, D2 PAM -1, Vif-A3F inh -12%, D1 antagonist 1, RXFP1 agonist -0.4%, D1 potentiator 10, Vif-A3G inh -5% and Glioma ERSR ind -1%.
`COc1ccc(CNC(=O)Cn2c(=O)nc(-c3ccccc3)c3ccccc32)cc1OC` gave LDHA inh -13, D1 agonist 1, Vif-A3F inh -6%, D1 antagonist 9, RXFP1 agonist 1.9%, D1 potentiator 0, Vif-A3G inh 0% and Glioma ERSR ind -3%.
For COc1cc(/C=C(\C#N)c2nc3ccccc3s2)cc([N+](=O)[O-])c1O the results were LDHA inh 21, D1 agonist 1, D2 PAM -8, Vif-A3F inh 13%, D1 antagonist -30, RXFP1 agonist 1.5%, D1 potentiator -3, Vif-A3G inh 0% and Glioma ERSR ind -1%.
For Cc1ccc(NC(=O)C2CCN(S(=O)(=O)c3ccc4c(c3)NC(=O)C(C)S4)CC2)cc1C (configuration not stated) the results were LDHA inh -2, D1 agonist 7, D2 PAM -20, Vif-A3F inh -13%, D1 antagonist -27, RXFP1 agonist 2.0%, D1 potentiator 7, Vif-A3G inh 6% and Glioma ERSR ind -2%.
For COc1ccc(S(=O)(=O)N(CC(=O)NCc2ccco2)c2ccccc2)cc1 the results were LDHA inh -4, D1 agonist 1, D2 PAM 15, Vif-A3F inh -8%, D1 antagonist 5, RXFP1 agonist 0.9%, D1 potentiator -1, Vif-A3G inh -14% and Glioma ERSR ind 0%.
Screening Cc1cccc(NC(=O)/C(=C\c2ccc([N+](=O)[O-])o2)NC(=O)c2ccc(Cl)cc2)c1 returned LDHA inh -2, D1 agonist 2, D2 PAM -3, Vif-A3F inh -1%, D1 antagonist -1, RXFP1 agonist -0.3%, D1 potentiator 1, Vif-A3G inh -3% and Glioma ERSR ind -4%.
Screening C/C=C/c1ccc(OCC(O)CN2CCCCCCC2)c(OC)c1 (configuration not stated) returned LDHA inh -5, D1 agonist 4, D2 PAM -5, Vif-A3F inh -3%, D1 antagonist -12, RXFP1 agonist -2.1%, D1 potentiator -4, Vif-A3G inh -1% and Glioma ERSR ind -4%.
Screening COCc1c(C(=O)NC(C)c2ccc(S(N)(=O)=O)cc2)oc2ccccc12 (configuration not stated) returned LDHA inh -1, D1 agonist 2, D2 PAM -6, Vif-A3F inh -4%, D1 antagonist 1, RXFP1 agonist 1.3%, D1 potentiator -4, Vif-A3G inh 0% and Glioma ERSR ind -4%.
CC(C)C(=O)NC(=O)COC(=O)/C=C/c1cccs1 was read as LDHA inh 2, D1 agonist -1, D2 PAM -2, Vif-A3F inh 3%, RXFP1 agonist -2.1%, D1 potentiator 1, Vif-A3G inh 4% and Glioma ERSR ind -2%.
Cc1ncc(CO)n1Cc1ccc(Cl)cc1 was read as LDHA inh -6, Vif-A3F inh -9%, Vif-A3G inh 0% and Glioma ERSR ind -1%.
COC(=O)c1sc(NC(=O)c2ccc(OC)cc2OC)nc1C was read as LDHA inh -2, Vif-A3F inh -2%, Vif-A3G inh -1% and Glioma ERSR ind -6%.
CCCc1n[nH]c2c1C(=O)CC(C)(C)C2 was read as LDHA inh -5, D1 agonist 2, Vif-A3F inh 7%, D1 antagonist 9, RXFP1 agonist -0.8%, D1 potentiator 33*, Vif-A3G inh 1% and Glioma ERSR ind -2%.

Screens deposited in PubChem BioAssay by National Center for Advancing Translational Sciences (NCATS).
